Screening results from PubChem BioAssay.
NPR2 activator: GC-B (human) receptor activation. P20594. HEK293-GC-B cells, CNP EC30, cGMP TR-FRET; 0% at EC30 CNP, 100% saturating CNP. activation, % at 10 µM. hit rate 0.11% among 370,000. AID 1920062;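 active = activation at 10 µM reaching about 35% in either raw or pattern-adjusted values, limit read from the data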
PG9 binder: binds the HIV-1 gp120 antibody PG9; hit rate 0.43% among 360,000; TR-FRET gp120-PG9 antibody binding; inhibition, % at 6.7 µM; in the data active = inhibition above about 8.5%
ARFGAP1 inhibitor: inhibits rat ARF GTPase activating protein 1. inhibition, % at 16.5 µM. Arfgap1-stimulated ARF1 GTP hydrolysis, GDP FP detection. hit rate 0.26% among 360,000;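 active = inhibition above a per-plate limit, mean inhibition of low control wells plus 3 SD, cut at about 25% in these data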;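 also: 0% = DMSO wells with enzyme and 100% = wells lacking Arfgap1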
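Material: rat Arfgap1 catalytic domain, aa 1-136; also added: human ARF1(Δ1-17)-GTP substrate; compound dosing: one concentration, 16.5 µM, DMSO 1.26%; incubation: GTP hydrolysis reaction 2 h at 25 °C; measured by: Tracer-displacement fluorescence polarization with EDTA stop, 620/688 nm; evaluation: % inhibition from polarization; repeats: one replicate per compound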
mABHD4 FP: ABHD4 (mouse) inhibition, primary FP screen | inhibition, % at 8.92 µM | Q8VD66 | purified mABHD4, FP-Rh probe fluorescence polarization | hit rate 0.54% among 370,000;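 active = inhibition exceeding the mean over every tested compound plus 3 SD, cut at about 30% in these data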;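 also: 0% = plate median of compound wells and 100% = S159A mutant with DMSO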
Target sequence (Q8VD66 whole entry, looked up): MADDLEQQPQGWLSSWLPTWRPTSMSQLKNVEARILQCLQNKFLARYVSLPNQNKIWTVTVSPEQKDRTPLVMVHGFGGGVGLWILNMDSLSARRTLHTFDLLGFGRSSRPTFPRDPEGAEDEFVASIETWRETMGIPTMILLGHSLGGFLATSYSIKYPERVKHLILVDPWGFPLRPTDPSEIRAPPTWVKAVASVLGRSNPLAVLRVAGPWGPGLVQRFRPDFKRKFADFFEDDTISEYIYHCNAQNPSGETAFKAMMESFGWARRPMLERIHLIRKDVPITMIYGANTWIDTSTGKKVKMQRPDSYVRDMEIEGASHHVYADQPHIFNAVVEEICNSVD
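Assay system: mouse ABHD4 enzyme, wild type / Also added: fluorescent activity-based probe FP-Rh / Doses: single nominal dose of 8.92 µM, 0.89% DMSO final / Timing: 45 min compound pre-incubation plus 60 min probe step, 25 °C / Signal: FP readout, ex 525 nm / em 598 nm / Control set: S159A mutant/DMSO as 100%, compound-well median as 0%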
ASAP1 GAP inh: inhibitors of human ASAP1 ArfGAP activity; ASAP1-stimulated ARF1 GTP hydrolysis, GDP FP detection; Q9ULH1; hit rate 0.19% among 360,000; inhibition, % at 16.5 µM; in the data active = inhibition above about 25%;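 also: 0% = vehicle with enzyme and substrate and 100% = no enzyme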
rCAG binder: r(CAG) repeat RNA binding; inhibition, % at 3 µM; hit rate 1.3% among 370,000; TO-PRO-1 dye displacement fluorescence;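 active = inhibition above the plate cutoff, the mean of all test compounds on that plate plus 3 SD, cut at about 35% in these data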;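 also: 0% = DMSO alone and 100% = 100 µM mitoxantrone as full dye displacement; higher means more dye released from RNA so lower well fluorescence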
NR1D1 modulator: Rev-erb alpha (human) modulation | P20393 | Rev-erbα–FITC-DNA binding, fluorescence polarization, 90 min | activity, % at 10 µM | hit rate 0.79% among 370,000;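 active = activity above about 14%, limit read from the data; passing the limit was not always enough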;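 also: 0% = DMSO wells with 35 nM protein and 100% = DMSO wells with 750 nM protein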
Target sequence (P20393 whole entry, looked up): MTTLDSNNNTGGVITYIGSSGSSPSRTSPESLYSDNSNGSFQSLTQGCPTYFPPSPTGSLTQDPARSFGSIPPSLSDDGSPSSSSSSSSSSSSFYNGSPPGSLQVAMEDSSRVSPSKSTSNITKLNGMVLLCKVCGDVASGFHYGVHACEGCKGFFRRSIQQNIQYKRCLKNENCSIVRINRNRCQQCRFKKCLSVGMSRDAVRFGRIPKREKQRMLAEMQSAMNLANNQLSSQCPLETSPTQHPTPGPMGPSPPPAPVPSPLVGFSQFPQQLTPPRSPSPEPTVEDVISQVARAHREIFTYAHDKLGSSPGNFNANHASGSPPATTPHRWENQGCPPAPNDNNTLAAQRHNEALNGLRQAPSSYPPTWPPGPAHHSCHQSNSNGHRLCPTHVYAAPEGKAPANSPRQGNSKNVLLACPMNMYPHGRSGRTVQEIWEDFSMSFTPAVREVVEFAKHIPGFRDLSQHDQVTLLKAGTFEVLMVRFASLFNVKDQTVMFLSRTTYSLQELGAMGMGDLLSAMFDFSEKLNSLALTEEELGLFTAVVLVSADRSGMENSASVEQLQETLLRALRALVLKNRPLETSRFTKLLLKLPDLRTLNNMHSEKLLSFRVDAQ
NPR1 activator: GC-A (human) enzyme activation. P16066. HEK293 GC-A cells, cGMP TR-FRET, EC30 ANP; 0% at EC30 ANP, 100% saturating ANP. activation, % at 10 µM. hit rate 0.14% among 370,000. AID 1671463; in the data active = activation above about 40%
SMARCA2 act: activators of SMARCA2 function; MG213 cells, MMTV-luciferase reporter, dexamethasone, overnight; activation, % at 9.1 µM; hit rate 1% among 370,000; in the data active = activation above about 7.8%;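 also: 0% = vehicle wells and 100% = reference activator wells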
HTRA1 inh: inhibitors of human serine peptidase HTRA1 | Q92743 | recombinant HTRA1, FP-rhodamine activity-based probe, fluorescence polarization | inhibition, % at 5.96 µM | hit rate 0.5% among 340,000 | AID 504803; in the data active = inhibition above about 36%;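 also: 0% = enzyme with DMSO and 100% = wells lacking enzyme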
Numbers without * were called inactive; . = no result given. Rows were taken by chance. About 4.4% of those tested had a hit in this group.

item	mol	NPR2 activator	PG9 binder	ARFGAP1 inhibitor	mABHD4 FP	ASAP1 GAP inh	rCAG binder	NR1D1 modulator	NPR1 activator	SMARCA2 act	HTRA1 inh
1	CC(C)(C)OC(=O)C[C@H]1C/C=C\C[C@H](CC(=O)NCCO)C(=O)NC[C@@H](c2ccccc2)OC1=O	2	-1.9	10	3	0	-7	-2	4	0	1
2	CCCOc1ccc(-c2nc(-c3ccc([N+](=O)[O-])cc3)cs2)cc1	3	-1.2	-5	0	-5	-1	5	2	0	4
3	CCCCCN(C(=O)CCC(=O)OCC(=O)c1cccc(OC)c1)c1c(N)n(CCCC)c(=O)[nH]c1=O	-4	0.1	-8	3	1	-9	-3	0	2	-2
4	Cc1ccc(-c2cc(C(=O)NCCc3ccccn3)c3ccccc3n2)c(C)c1	2	1.7	8	6	-7	-5	-5	1	-4	-2
5	COc1ccc(N2CCN(C(=O)c3ccc(CS(=O)(=O)c4ccc(Br)cc4)o3)CC2)cc1	-4	-1.6	1	2	2	1	-6	-6	-3	3
6	COc1ccc(C2C(C(=O)c3cccs3)=C(O)C(=O)N2c2cccc(C)n2)cc1OC (configuration not stated)	-3	-1.3	3	2	6	3	2	-2	-1	2
7	CS(=O)(=O)c1ccc(Cl)c(C(=O)Nc2ccc3nc(N4CCOCC4)sc3c2)c1	-1	-0.7	1	2	1	6	2	3	0	-5
8	COc1cc(/C=C2\C(=N)N3N=C(S(C)(=O)=O)SC3=NC2=O)ccc1OC(=O)c1cccs1	-2	-0.8	3	-4	-15	52*	4	3	-5	11
9	NC(=O)CC(NC(=O)Cc1ccc(Cl)cc1)c1ccc(NC2CCN(Cc3ccccc3)CC2)c([N+](=O)[O-])c1 (configuration not stated)	-3	-0.1	5	5	2	4	-3	-2	-2	-4
10	Cc1ccn(C(C)CC(=O)N2CCc3ccccc32)n1 (configuration not stated)	-5	-0.8	1	-5	-1	1	-8	-3	-2	-1
11	COc1ccc(-n2c(SCC(=O)N3CCCCC3C)nnc2-c2ccncc2)cc1 (configuration not stated)	9	.	.	7	.	3	2	3	-1	.
12	Cc1cc(=O)[nH]c(SCC(=O)Nc2cccc(Cl)c2F)n1	-2	.	.	-1	.	4	-1	0	-2	.
13	COc1cc(/C=N/n2cnnc2)ccc1OC(=O)c1cccnc1	-4	0.3	12	8	8	-7	-1	4	-3	-2
14	CC(C)CNC(=O)c1cccc(NC(=O)Cc2ccc(Br)cc2)c1	10	-0.5	6	-9	1	-4	7	1	-2	-12
15	Cc1ccc(C(C)C)cc1OCC(=O)Nc1ccccc1N1CCCC1	-6	-0.9	8	2	6	-4	-1	0	-1	0
16	Cc1ccc(-c2cc(=O)[nH]c3ccccc23)cc1	2	0.1	-3	1	1	3	0	-1	-2	-27
17	CCn1cc(C(=O)NCCCOC)c2cc(OC)c(OC)cc2c1=O	3	1.3	6	0	1	-2	2	4	-2	3
18	O=C1NCCCC1C(=O)NCCN1C(=O)CCC1=O (configuration not stated)	6	1.6	5	5	19	-1	1	2	-1	4
19	Cc1c(NC(=O)COC(=O)c2ccccc2Cl)c(=O)n(-c2ccccc2)n1C	-1	0.9	-3	3	-5	-1	4	0	1	4
20	O=C(Nc1c(F)cccc1F)c1cnc(N2CCN(c3ccccn3)CC2)c2ccccc12	1	0.5	1	-23	-6	8	11	0	-5	-31
21	Oc1c(CN2CCN(c3ccccc3)CC2)cc(Br)c2cccnc12	-4	-1.5	1	15	8	1	-1	-1	-1	56*
22	O=C(O)c1cc(C(=O)C2CC2)c[nH]1	5	-1.1	0	2	-8	1	-7	1	2	4
23	Cc1cccc(CCN2C(N(C)C)=NC[C@@H]2C)c1	3	-0.1	-7	0	-4	2	0	2	2	0
24	Cc1ccc(S(=O)(=O)N2CCCOC2CNC(=O)C(=O)NCc2ccncc2)cc1 (configuration not stated)	-2	-0.6	-3	3	-2	2	-3	-3	0	-2
25	O=C(Nc1nc(-c2ccc(Cl)cc2Cl)cs1)c1ccc(OCC2CCCO2)cc1 (configuration not stated)	1	1.1	9	-5	-6	1	-1	0	-4	5
26	COC(=O)c1ccc2nc(-c3ccc(C)cc3)c(CC3CCCCC3)n2c1	0	0.9	-3	-4	7	15	-5	1	1	.
27	O=C(CSc1nnc(-c2ccccc2F)o1)N1CCCC1	-1	-1.9	-2	-1	-5	-2	-4	1	0	2
28	O=C(c1ccc2nc(N3CCOCC3)sc2c1)N1CCN(C(=O)c2ccco2)CC1	-1	2.9	-3	3	2	2	8	0	-1	-2
29	O=c1oc(CCCO)cc2ccc(/C=C/c3cccc([N+](=O)[O-])c3)cc12	1	0.6	1	2	6	6	3	4	6	-7
30	OCC[C@@H]1C[C@H](O)[C@@H](O)[C@@]2(OCc3ccc(CO)cc32)O1	2	-0.7	3	-3	-1	1	2	-2	1	.
31	CCN(CC)C(=O)c1cn(-c2cccc(OC)c2)c(=O)c2ccccc12	11	-2.5	4	0	-2	-3	-1	-1	1	7
32	Cc1ccc(CCN2CC(C(=O)NC3CCCC3)CC2=O)cc1 (configuration not stated)	4	0.0	1	3	8	-4	1	1	1	-1
33	CCCC1C2C(=O)N(c3ccccc3)C(=O)C2ON1c1ccccc1 (configuration not stated)	4	0.7	-11	1	-18	0	0	-2	-3	0
34	Cc1cc(C)n2nc(SCC(=O)N/N=C/c3ccccn3)nc2n1	0	0.6	14	-3	-10	-3	-7	2	-3	3
35	COc1ccc(C2CC(c3cccs3)=NN2C(=O)COC(=O)c2cc3ccccc3cc2O)cc1OC (configuration not stated)	-8	-0.1	-12	-6	-1	4	0	1	-1	-3
36	O=C(c1cccc(Oc2ccc([N+](=O)[O-])cc2Cl)c1)N1CCCCC1	-1	-0.4	-2	0	-10	-6	0	1	-2	-2
37	CCCCOc1ccccc1C(=O)NNC(=S)NC(=O)c1ccccc1[N+](=O)[O-]	1	-2.8	0	7	3	31	-7	-2	0	11
38	Cc1ccc(N(C(=O)CNC(=O)c2ccco2)C(C(=O)NC2CCCC2)c2ccncc2)cc1 (configuration not stated)	1	1.3	1	-4	3	-10	0	3	-2	-4
39	CCc1cccc(NC(=O)c2ccc3c(=O)n4c(nc3c2)CCCCC4)c1	-6	-2.2	-15	1	3	-2	-2	2	0	-35
40	C=CCNC(=O)c1cccc2c1C(=O)c1ccc(N3CCCC3)cc1S2(=O)=O	-1	-4.4	10	-24	0	-26	2	-1	0	-20

A second format for 2 compounds above.
24. Cc1ccc(S(=O)(=O)N2CCCOC2CNC(=O)C(=O)NCc2ccncc2)cc1 (configuration not stated)
- NPR2 activator: -2
- PG9 binder: -0.6
- ARFGAP1 inhibitor: -3
- mABHD4 FP: 3
- ASAP1 GAP inh: -2
- rCAG binder: 2
- NR1D1 modulator: -3
- NPR1 activator: -3
- SMARCA2 act: 0
- HTRA1 inh: -2

27. O=C(CSc1nnc(-c2ccccc2F)o1)N1CCCC1
- NPR2 activator: -1
- PG9 binder: -1.9
- ARFGAP1 inhibitor: -2
- mABHD4 FP: -1
- ASAP1 GAP inh: -5
- rCAG binder: -2
- NR1D1 modulator: -4
- NPR1 activator: 1
- SMARCA2 act: 0
- HTRA1 inh: 2

(list continues)
item	mol	NPR2 activator	PG9 binder	ARFGAP1 inhibitor	mABHD4 FP	ASAP1 GAP inh	rCAG binder	NR1D1 modulator	NPR1 activator	SMARCA2 act	HTRA1 inh
41	COCCn1c(C)cc(C(=O)CSc2nc3ccccc3o2)c1C	-4	-0.6	11	9	-8	-4	-2	-1	6	1
42	Cc1cc(NC(=O)C2CC(=O)N(c3ccc(F)cc3)C2)no1 (configuration not stated)	0	-2.1	-3	-4	-3	4	-6	0	-2	-3
43	O=C(NCCCSc1ccccc1)c1cnc(Cl)c(Cl)c1	-2	2.6	4	-7	2	-3	-2	0	0	-8
44	Cc1cccc(NC(=O)c2ccc(C)c(S(=O)(=O)N3CCOCC3)c2)n1	4	0.7	-5	4	-9	2	0	0	0	-3
45	Cc1noc(C)c1S(=O)(=O)NC(=O)C1(C)CCN1C(=O)C1(c2ccc(Cl)cc2)CC1 (configuration not stated)	-4	-2.2	6	4	-2	8	-2	1	-1	.
46	Cc1ccc(OCCn2c(CCCO)nc3ccccc32)cc1	-3	1.1	9	-1	-6	-5	3	0	-4	4
47	COc1ccc(OC)c(CCNC(=O)CS(=O)(=O)Cc2nc(-c3ccccc3Cl)oc2C)c1	-2	-1.4	16	-3	5	-5	6	-5	0	-6
48	C#CCOCCOCCOCCNc1nc(N2CCN(C(=O)CCCCCCCCCCNC(=O)Cn3cc(C[C@@H](C)O)nn3)CC2)nc(N2CCN(C(=O)CCCCCCCCCCNC(=O)Cn3cc(C[C@@H](C)O)nn3)CC2)n1	-2	-0.8	17	0	-4	-2	-1	-5	1	-11
49	Cc1ccc(-c2nsc(SCC(=O)NCc3ccc4c(c3)OCO4)n2)cc1	1	16*	1	4	6	-1	1	7	2	-3
50	CN(CCO)C(=O)c1nc[nH]c1C(=O)N1CCN(C(=O)OC(C)(C)C)CC1	1	-1.7	-10	1	4	0	1	2	-3	0
51	COc1nnc(-c2ccc(N3CCOCC3)c(NC(C)=O)c2)c2ccccc12	2	-0.9	-10	-4	4	-8	-3	2	1	5
52	Cc1c(C(=O)O)c(C(=O)O)c2n1CCS2	0	-3.4	-3	1	-9	0	-2	2	2	1
53	COC(=O)C1=NNC2(C)C(=O)N(c3ccc(C)cc3)C(=O)C12 (configuration not stated)	2	0.1	4	-6	7	1	0	-1	-5	1
54	Cc1ccc(C(=O)O/N=C/c2c(Cl)n(C)c3ccccc23)cc1	-3	-1.0	12	-5	5	-1	-1	-3	0	5
55	C=C(C)COc1ccc(-c2nc(N)ncc2Oc2ccc(OC)cc2)c(O)c1	2	1.4	19	-7	6	4	2	4	3	-54
56	c1ccc(Cc2nn3c(Cn4nnc5ccccc54)nnc3s2)cc1	4	-0.9	0	4	2	2	-1	6	2	6
